Source: PubChem
TDP2 inh: blocks human TDP2 phosphodiesterase activity; recombinant TDP2, T5PNP hydrolysis, p-nitrophenol absorbance 415 nm; O95551; inhibition, % at 12.8 µM; hit rate 0.34% among 370,000;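 active = inhibition above the mean of all tested compounds plus 3 SD, set per campaign, cut at about 25% in these data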;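 also: 0% = DMSO with enzyme and 100% = buffer with substrate but no TDP2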
Target sequence (O95551 whole entry, looked up): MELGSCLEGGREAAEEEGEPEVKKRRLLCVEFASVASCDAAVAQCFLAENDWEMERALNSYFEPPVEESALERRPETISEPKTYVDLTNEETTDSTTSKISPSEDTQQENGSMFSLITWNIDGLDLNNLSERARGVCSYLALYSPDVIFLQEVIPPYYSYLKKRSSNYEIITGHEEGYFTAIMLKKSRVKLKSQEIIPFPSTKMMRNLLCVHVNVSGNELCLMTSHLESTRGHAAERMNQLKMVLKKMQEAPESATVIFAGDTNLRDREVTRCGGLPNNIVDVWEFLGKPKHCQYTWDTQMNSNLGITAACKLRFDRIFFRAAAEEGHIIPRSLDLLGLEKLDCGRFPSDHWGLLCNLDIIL
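System – recombinant human TDP2 · Amount – 120 nM TDP2 per well · Buffer or medium – Mg2+-containing Tris-HCl buffer, pH 7.5 · Reagent – T5PNP substrate, 5 mM · Dosing – 12.8 µM single point, 1% DMSO · Incubation – 2 h at 37 °C · Measured by – epi absorbance · Read-out basis – percent inhibition · Benchmarks – high control without enzyme, low control DMSO plus TDP2 · Repeats – singlicate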
NR1D1 modulator: modulates human Rev-erb alpha binding to DNA. P20393. Rev-erbα–FITC-DNA binding, fluorescence polarization, 90 min. activity, % at 10 µM. hit rate 0.79% among 370,000. AID 1259318;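 active = activity above about 14%, limit read from the data; passing the limit was not always enough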;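 also: 0% = DMSO wells with 35 nM protein and 100% = DMSO wells with 750 nM protein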
PRMT1 inh: blocks human protein arginine methyltransferase 1 | recombinant PRMT1, activity-based probe fluorescence polarization | inhibition, % at 2.79 µM | hit rate 1.3% among 370,000 | AID 652257;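 active = inhibition above about 21% made by adding two undisclosed values, limit read from the data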
rCAG binder: molecules binding r(CAG) RNA repeats; r(CAG) RNA repeat, TO-PRO-1 dye displacement fluorescence; inhibition, % at 3 µM; hit rate 1.3% among 370,000; AID 651821;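 active = inhibition above the plate cutoff, the mean of all test compounds on that plate plus 3 SD, cut at about 35% in these data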;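 also: 0% = DMSO alone and 100% = 100 µM mitoxantrone as full dye displacement; higher means more dye released from RNA so lower well fluorescence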
mABHD4 FP: ABHD4 (mouse) inhibition, primary FP screen | purified mABHD4, FP-Rh probe fluorescence polarization | inhibition, % at 8.92 µM | hit rate 0.54% among 370,000 | Q8VD66;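 active = inhibition exceeding the mean over every tested compound plus 3 SD, cut at about 30% in these data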;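 also: 0% = plate median of compound wells and 100% = S159A mutant with DMSO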
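System: mouse ABHD4 enzyme, wild type / Medium: HEPES pH 7.0, NaCl, Pluronic buffer / Reagent: FP-Rh activity-based fluorescent probe / Control set: S159A mutant high control, sample median low control / Detection: fluorescence polarization with parallel and perpendicular emission, 525/598 nm / Schedule: 45 min + 60 min at 25 °C / Compound dosing: 8.92 µM, single dose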
HTRA1 inhibitor: blocks human HTRA1 serine peptidase; Q92743; recombinant HTRA1, FP-rhodamine activity-based probe, fluorescence polarization; hit rate 0.5% among 340,000; AID 504803; inhibition, % at 5.96 µM; in the data active = inhibition above about 36%;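 also: 0% = enzyme with DMSO and 100% = wells lacking enzyme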
PG9 Ab binder: binds the HIV-1 gp120 antibody PG9; TR-FRET gp120-PG9 antibody binding; inhibition, % at 6.7 µM; hit rate 0.43% among 360,000; AID 624416; in the data active = inhibition above about 8.5%
LEDGF integ inh: blocks HIV-1 LEDGF/p75-dependent DNA integration; TR-FRET IN-LEDGF/p75 DNA integration, Eu/Cy5; inhibition, % at 3.7 µM; hit rate 0.64% among 370,000; AID 743269;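 active = inhibition above the screen-wide mean plus 3 SD, cut at about 13% in these data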;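 also: signal is the Cy5 over europium emission ratio at 671 and 618 nm; 0% = plate median of compound wells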
TCR CD3 inh: blocks the human TCR-CD3 interaction; TAMRA-labeled TCR probe fluorescence, biochemical; inhibition, % at 9.4 µM; hit rate 0.37% among 360,000; AID 651800; in the data active = inhibition above about 19%;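 also: recombinant mutant TCR 2C K166C tagged with TAMRA read by polarization; 0% = receptor in buffer alone and 100% = receptor with positive control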
SIAE inh: blocks human sialic acid acetylesterase; SIAE FP-Rh probe binding, fluorescence polarization; hit rate 0.69% among 370,000; inhibition, % at 9.66 µM;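 active = inhibition above a cutoff: mean of compounds within the control limits plus 3 SD of those, cut at about 17% in these data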;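 also: 0% = plate median of compound wells and 100% = probe without SIAE protein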
Target sequence (Q9HAT2 whole entry, looked up): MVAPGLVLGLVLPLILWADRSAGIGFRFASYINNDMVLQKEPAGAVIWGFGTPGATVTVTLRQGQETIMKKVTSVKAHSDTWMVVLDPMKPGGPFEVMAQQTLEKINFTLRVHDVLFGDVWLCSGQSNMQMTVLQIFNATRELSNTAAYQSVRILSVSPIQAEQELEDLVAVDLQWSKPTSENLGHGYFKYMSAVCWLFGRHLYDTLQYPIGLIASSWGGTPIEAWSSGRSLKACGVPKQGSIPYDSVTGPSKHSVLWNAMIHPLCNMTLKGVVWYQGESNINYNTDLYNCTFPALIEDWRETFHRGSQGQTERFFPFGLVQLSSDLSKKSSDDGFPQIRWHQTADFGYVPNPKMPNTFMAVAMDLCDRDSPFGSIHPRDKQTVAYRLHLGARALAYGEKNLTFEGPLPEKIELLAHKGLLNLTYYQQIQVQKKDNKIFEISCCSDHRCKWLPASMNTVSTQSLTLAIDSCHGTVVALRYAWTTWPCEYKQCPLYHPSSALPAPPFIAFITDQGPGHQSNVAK
* = called active by the depositor; x = no result given.

SMILES	TDP2 inh	NR1D1 modulator	PRMT1 inh	rCAG binder	mABHD4 FP	HTRA1 inhibitor	PG9 Ab binder	LEDGF integ inh	TCR CD3 inh	SIAE inh
COc1cccc(CNC(=O)C(c2ccc(Cl)cc2)C(C)C)c1 (stereo not given)	9	3	-2	-3	-14	-2	-2.2	1	4	6
O=C(Cn1c(=O)oc2cc(S(=O)(=O)N3CCCC3)ccc21)NCc1ccccn1	-2	2	-1	4	-3	8	-2.3	7	0	-4
NC(=O)c1ccccc1OCC(=O)N1CCCC1c1ccc2c(c1)OCCCO2 (stereo not given)	-5	4	1	-6	3	-2	-0.3	3	2	2
CN(C)Cc1c[nH]c2nc[nH]c(=O)c12	6	-8	-1	1	-2	-1	-0.4	-1	5	2
O=C(CSc1nc(C2CC2)nc2ccccc12)N1c2ccccc2Sc2ccccc21	-2	-2	6	13	-11	-50	2.4	-1	0	1
CCOc1ccc(C2CC(=O)NC3=C2C(=O)CCC3)cc1 (stereo not given)	-4	-6	-2	0	1	4	-1.3	3	-2	8
Cc1coc2c(C)c3oc(=O)c(CCC(=O)NCCCN4CCCC4=O)c(C)c3cc12	7	1	4	-2	3	-4	0.5	-4	7	3
CCN1/C(=C\C=C(C(C)=O)C(C)=O)Sc2ccccc21	-9	18	-47	-68	-2	-3	-13	1	8	5
CCC1CCCCN1S(=O)(=O)c1ccc([N+](=O)[O-])cc1 (stereo not given)	-7	0	8	-7	-9	2	-0.1	-1	-11	-11
CC(C)COc1ccc(C(=O)N(Cc2ccco2)C2CCS(=O)(=O)C2)cc1 (stereo not given)	4	1	-4	0	1	1	-1.5	2	4	-3
C/C(CC(=O)N1CCN(C=O)CC1)=N\NC(=O)c1cccc([N+](=O)[O-])c1	9	3	-2	1	0	-3	-0.4	-4	6	6
Cc1c(C)n2c3c(cccc13)CC2	1	-1	-5	-3	-7	1	-0.4	7	6	-4
COc1ccccc1OCCNC(=O)c1ccco1	5	-8	3	0	0	2	3.0	1	-2	0
CSc1ccc(CN2C(=O)C(C)ON=C2c2ccccc2F)cc1 (stereo not given)	5	0	3	0	-2	x	2.1	0	1	9
O=C(O)/C=C/c1cn(-c2ncc(C(F)(F)F)cc2Cl)c2ccccc12	4	0	-2	22	-14	-7	6.2	-1	3	1
COc1ccc(C2=Nn3c(nnc3-c3ccc(OC)cc3)SC2)cc1	-1	4	5	3	-28	-23	1.4	5	-7	-7
CCOC(=O)Nc1ccc(S(=O)(=O)Nc2onc(C)c2C)cc1	-5	-6	3	-2	-2	x	1.0	3	-3	4
C=C(C)C(=O)N1CC2(CC(c3cccc(NC(=O)/C=C\C=C/C)c3)=NO2)C[C@H]1C(N)=O (stereo not given in full)	-4	-11	2	13	-14	-12	1.9	2	3	-56
COc1ccc(C(=O)NCC(=O)OCC(=O)c2ccccc2Br)cc1OC	1	1	4	2	-2	0	2.5	0	-5	0
O=C(CCS(=O)(=O)c1ccccc1)Nc1nc(-c2ccccn2)cs1	-5	-1	0	2	-3	3	-0.5	0	2	4
CCOc1ccc(N(C)S(=O)(=O)c2cnc[nH]2)cc1	0	-1	4	-1	10	4	-0.4	-5	-4	-4
COCC(C)N=C1NN=C(c2c[nH]c3ccccc23)CS1 (stereo not given)	1	-1	6	6	1	8	-2.6	-8	-10	-1
Cc1nonc1N1CCN(Cc2cn[nH]c2-c2ccc3c(c2)OCO3)CC1	-9	-1	-4	-5	1	1	-1.1	53*	8	6
O=C(COC(=O)c1cccc(Cl)c1)NC1CCCCCCC1	11	-8	-1	0	-4	-28	-0.8	-3	-3	2
CCOC(=O)CN(C(=O)c1ccccc1[N+](=O)[O-])C(C)(C)C	-4	-9	4	-3	3	6	0.5	-2	-11	-2
Cc1cccc(NS(=O)(=O)c2ccc(C)c(C(=O)NCC(c3cccs3)N(C)C)c2)c1 (stereo not given)	-15	5	7	-4	-9	0	2.0	-2	-5	-2
CCOC(=O)c1nc(C)nc(Sc2n[nH]c(-c3cc(C(F)(F)F)cc(C(F)(F)F)c3)n2)c1C	0	-11	-1	5	-2	0	-2.8	-2	4	-4
CC1Cc2ccccc2N1C(=O)CCS(=O)(=O)c1ccc2c(c1)NC(=O)CS2 (stereo not given)	6	-8	2	0	5	9	-2.0	-4	-2	0
Cn1c(Cl)nc2c1c(=O)n(Cc1cccc(Br)c1)c(=O)n2C	-3	-3	0	-2	1	-8	-0.2	-4	5	-7
COc1ccc(-n2c(C)nc3c(cnn3-c3ccc(Cl)cc3)c2=O)cc1	12	4	-3	-7	-3	-9	-0.1	-2	9	-2
COc1ccc(NC(=O)c2c(C)nn(-c3ccccc3)c2Cl)cc1	-5	-1	-1	-8	0	-1	-0.6	-7	3	-1
CCN(C(=O)CN1CCN(c2cccc(Cl)c2)CC1)c1c(N)n(Cc2ccccc2)c(=O)[nH]c1=O	-7	4	5	-4	-4	2	-0.8	2	-4	7
CCOC(=O)CCC(=O)Nc1ccc(S(=O)(=O)Nc2cc(OC)nc(OC)n2)cc1	10	3	-3	5	6	-1	0.1	-1	-3	10
Cc1ccc(C(C(=O)NC(C)(C)C)N(CC2CCCO2)C(=O)Cn2nnc(-c3ccc(C)o3)n2)cc1 (stereo not given)	-4	1	-2	-1	-8	-10	2.1	0	-3	-4
COC(=O)C(CSCc1ccccc1)NC(=O)CSc1nc(C)cc(=O)[nH]1 (stereo not given)	11	-4	0	0	-5	x	-0.5	2	-1	2
CN(C)CCN(C(=O)c1ccc2ccccc2c1)c1nc2c(F)cccc2s1	3	3	0	-3	3	1	-0.1	-1	1	1
C(=NN1CCCCCC1)c1ccc2ccccc2n1	6	-4	6	6	4	-11	-1.8	4	-2	5
O=C(CCS(=O)(=O)c1ccc(Br)cc1)NCc1ccc(F)cc1	10	-4	-5	-1	-1	5	-0.3	2	8	-5
CC(=O)c1c(C)[nH]c(C(=O)CSc2nc3ccccc3n2C)c1C	-4	2	-3	6	2	-4	1.8	2	1	-7
CCOC(=O)C1CCCN(C(=O)Cc2c(F)cccc2Cl)C1 (stereo not given)	10	-8	2	-5	6	-1	-1.5	0	2	-2
CCN1CCN(S(=O)(=O)c2cc(OC)ccc2OC)CC1	-3	8	2	0	4	6	-0.9	1	4	-4
CN(C)C(=O)c1ccccc1NC(=O)Cc1cccc2ccccc12	8	1	-3	2	3	-1	0.3	1	8	-2
Cc1ccc(C(C(=O)NCc2ccco2)N(C(=O)Cn2nnc3ccccc32)c2ccccc2)o1 (stereo not given)	-5	-1	4	-6	-3	5	-23	-4	4	-1
O=C(Nc1cccc(F)c1)N1CCc2nc(NCc3cccc(Oc4ccccc4)c3)ncc2C1	2	0	-4	9	-18	x	1.2	-3	1	-16
COc1cccc(CNC(=O)CN(C)S(=O)(=O)c2cccc3cccnc23)c1	-8	-6	6	-4	15	2	-1.0	-6	-4	4
CCOc1ccc(N/C(N)=N/c2nc(CSc3nnnn3-c3ccccc3)cc(=O)[nH]2)cc1	-3	-4	4	3	-1	-1	-1.3	-1	-1	-4
COc1cc(C(C(=O)Nc2c(C)cccc2C)N(C)C(=O)c2ccc(-n3cnnn3)cc2)ccc1O (stereo not given)	-3	2	-3	-1	1	-4	-0.7	3	6	2
CC(NC(=O)c1cccc(F)c1)C1CC2CCC1C2 (stereo not given)	2	-1	2	-4	-1	-1	0.1	-3	1	-3
COC(=O)c1cc(CSc2ncnc3sccc23)oc1C	23	1	5	8	6	-2	0.4	5	2	2
CC(O)(c1cccnc1)c1nc(-c2ccc(S(C)(=O)=O)cc2)cs1 (stereo not given)	8	-6	1	2	1	x	-1.1	0	2	0
CCOc1ncccc1C(=O)OCC(=O)Nc1cccc(S(=O)(=O)N2CCCCCC2)c1	-1	7	1	0	-13	-16	1.6	4	-6	-9
Cc1cccc(OC(C)C(=O)Nc2nc(-c3cccnc3)cs2)c1 (stereo not given)	3	2	3	4	-1	-7	1.7	-1	-5	2
Nc1c(Cl)ncnc1NCC(O)CO (stereo not given)	-2	2	-3	1	-4	1	-2.9	1	1	-4
Cc1cc(NC(=O)CN2C(=O)NC(C)(c3ccccc3)C2=O)no1 (stereo not given)	17	8	0	1	-7	5	-0.7	1	3	1
COc1cc(/C=C2/SC(=S)N(Cc3ccccc3)C2=O)cc(OC)c1O	2	-4	3	26	-196	-127	-0.4	5	-70	-118
CC1(C)CC(=O)/C(=C(\O)CCCN2C(=O)c3ccccc3C2=O)C(=NCC(=O)O)C1	-9	-2	6	4	-8	8	-1.6	0	-4	-4
CCc1ccccc1NC(=S)NC1CC2CCC(C1)N2Cc1ccc(F)cc1 (stereo not given)	4	-2	0	-7	-1	0	-0.4	0	-3	7
COc1ccc(C(C)NC(=O)c2ccc(Cl)cc2)cc1OC (stereo not given)	5	5	2	-2	-7	-7	0.8	-1	3	-1
O=C(/C=C\c1cccs1)N1CCN(Cc2ccc3c(c2)OCO3)CC1	-5	-5	5	-5	2	-2	-1.4	3	2	-5
CCOC(=O)C1CCCN(C(=O)c2cc(S(=O)(=O)N(C)C)ccc2N2CCCC2)C1 (stereo not given)	1	-6	4	-6	6	-4	-2.0	0	-6	10

Quoted at random: 2 entries already listed
SMILES	TDP2 inh	NR1D1 modulator	PRMT1 inh	rCAG binder	mABHD4 FP	HTRA1 inhibitor	PG9 Ab binder	LEDGF integ inh	TCR CD3 inh	SIAE inh
CCC1CCCCN1S(=O)(=O)c1ccc([N+](=O)[O-])cc1 (stereo not given)	-7	0	8	-7	-9	2	-0.1	-1	-11	-11
CN(C)CCN(C(=O)c1ccc2ccccc2c1)c1nc2c(F)cccc2s1	3	3	0	-3	3	1	-0.1	-1	1	1

More structures:
SMILES	TDP2 inh	NR1D1 modulator	PRMT1 inh	rCAG binder	mABHD4 FP	HTRA1 inhibitor	PG9 Ab binder	LEDGF integ inh	TCR CD3 inh	SIAE inh
COc1ccc2cc(C(=O)/C=C/c3cc(OC)c(OC)c(OC)c3)ccc2c1	15	6	1	5	-13	-22	-0.7	-3	-5	-12
COC(=O)c1ccc(NC(=O)CSc2nnc(Cc3cccn3C)n2-c2ccc(F)cc2)cc1	-4	0	4	5	-6	-1	-0.8	-4	-11	-9
Cc1cc(NC(=O)C2CCCO2)ccc1Br (stereo not given)	2	7	3	-1	-5	2	-3.3	7	-7	6
O=C(c1cccs1)N1CCN(C23CC4CC(CC(C4)C2)C3)CC1	-7	-2	2	-8	6	2	1.6	-5	-5	5
O=C(Cc1ccccc1[N+](=O)[O-])NNC(=O)Nc1ccc2c(c1)OCO2	7	-4	-3	1	3	-2	-1.0	0	6	6
CC1(C(=O)NS(=O)(=O)C2CC2)CCCN(C(=O)/C=C/c2ccccc2)C1 (stereo not given)	10	-2	1	3	-1	x	-0.3	-1	-4	0
COc1ccccc1C(=O)OCn1nnc2ccccc2c1=O	6	-3	-1	0	10	0	0.1	-4	-5	-7
CCOc1ccc(CCNC(=O)COC(=O)c2cccc(S(=O)(=O)N3CCCC3)c2)cc1OCC	3	0	-3	-5	3	2	-1.3	2	2	-1

An excerpt; count on the stated rates, not on these rows.
